M5 PAM: positive allosteric modulators of human muscarinic M5 receptor; P08912; CHO-K1 hM5, Fluo-8 calcium, ACh EC20 PAM; 0% = ACh EC20, 100% = ACh EC100; activation, % at 3 µM; hit rate 0.3% among 360,000;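 active means activation above the run cutoff, the mean activation of all test compounds plus 3 SD, cut at about 18% in these data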
Target sequence (P08912 whole entry, looked up): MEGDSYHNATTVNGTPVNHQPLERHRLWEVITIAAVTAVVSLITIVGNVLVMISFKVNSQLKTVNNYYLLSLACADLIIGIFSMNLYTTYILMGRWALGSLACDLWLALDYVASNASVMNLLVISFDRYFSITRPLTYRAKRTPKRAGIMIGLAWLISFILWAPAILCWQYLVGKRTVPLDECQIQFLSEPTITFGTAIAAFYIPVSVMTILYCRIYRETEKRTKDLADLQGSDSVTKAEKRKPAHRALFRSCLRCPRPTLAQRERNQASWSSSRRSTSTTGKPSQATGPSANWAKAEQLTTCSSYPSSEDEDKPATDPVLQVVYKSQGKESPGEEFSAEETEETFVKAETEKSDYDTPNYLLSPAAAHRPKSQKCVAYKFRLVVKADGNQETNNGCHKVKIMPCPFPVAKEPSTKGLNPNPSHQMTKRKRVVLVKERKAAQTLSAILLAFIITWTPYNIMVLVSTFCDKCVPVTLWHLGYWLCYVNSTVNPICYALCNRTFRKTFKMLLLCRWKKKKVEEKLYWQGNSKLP
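System – CHO-K1 hM5 cells · Compound – 3 µM, single dose · Incubation – compound preincubation 140 s before EC20 acetylcholine addition · Technique – Fluo-8 calcium fluorescence · Measure – Max/basal fluorescence ratio as % of EC20–EC100 ACh window · Benchmarks – low control EC20 acetylcholine (0%), high control EC100 acetylcholine (100%) · Replication – singlicate, one well per test compound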
CHRM1 PAM: human CHRM1 positive allosteric modulation; P11229; CHO-K1 hM1, Fluo-8 calcium fluorescence, ACh EC20; 0% = ACh EC20, 100% = maximal ACh; activation, % at 3 µM; hit rate 0.088% among 360,000; AID 588819; in the data active means activation above about 19%, passing the limit was not always enough
Target sequence (P11229 whole entry, looked up): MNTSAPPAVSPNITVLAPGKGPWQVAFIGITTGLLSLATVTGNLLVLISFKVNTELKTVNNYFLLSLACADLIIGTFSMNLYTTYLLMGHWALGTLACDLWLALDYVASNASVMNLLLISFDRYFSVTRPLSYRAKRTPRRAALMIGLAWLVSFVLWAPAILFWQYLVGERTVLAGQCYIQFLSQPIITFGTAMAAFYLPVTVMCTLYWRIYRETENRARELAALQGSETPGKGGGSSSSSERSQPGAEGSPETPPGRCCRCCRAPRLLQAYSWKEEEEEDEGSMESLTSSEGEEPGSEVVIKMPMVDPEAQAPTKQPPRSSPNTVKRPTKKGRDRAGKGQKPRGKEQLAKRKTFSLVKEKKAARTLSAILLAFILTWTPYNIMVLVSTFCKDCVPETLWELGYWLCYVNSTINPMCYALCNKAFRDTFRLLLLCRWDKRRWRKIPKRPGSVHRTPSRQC
CHRM4 antagonist: CHRM4 antagonism in calcium assay; P08173; CHO-hM4 cells, ACh EC80, Fluo-8 calcium fluorescence; inhibition, % at 3 µM; hit rate 0.73% among 360,000; AID 624125;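 active means inhibition above its plate's cutoff, the mean inhibition of sample wells plus 3 SD, cut at about 27% in these data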;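 further: 0% = acetylcholine EC80 with DMSO and 100% = DMSO without agonist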
M5 antag: blocks acetylcholine activation of human M5 receptor; P08912; CHO-hM5 cells, Fluo-8 calcium fluorescence, ACh EC80; inhibition, % at 3 µM; hit rate 0.59% among 360,000; AID 624040;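 active means inhibition above a per-plate cutoff, the mean of that plate's test compounds plus 3 SD, cut at about 27% in these data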;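 further: 0% = acetylcholine EC80 with DMSO and 100% = DMSO without agonist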
CRFBP-R2 agonist: agonists of human CRF-binding protein/CRF-R2 receptor complex. HEK293 CRF-R2/CRF-BP, calcium dye fluorescence (FLIPR); percent of saturating CRF peptide response. activation, % at 13.2 µM. hit rate 0.46% among 350,000;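 active means activation of at least 50%, plus an integration ratio under a set limit after plate pattern correction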;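 further: plate controls were neutral control wells without compound for no effect and CRF at EC100 for full effect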
M5 ag: CHRM5 agonism in calcium assay; P08912; AID 624037; hit rate 0.19% among 360,000; CHO-K1 hM5 cells, Fluo-8 calcium fluorescence; 0% DMSO wells, 100% maximal acetylcholine response; activation, % at 3 µM;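 active means activation above the run's mean over test compounds plus 3 SD, cut at about 23% in these data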;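 further: signal is peak over basal fluorescence ratio across the kinetic read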
CHRM4 PAM: positive allosteric modulators of human muscarinic M4 receptor; activation, % at 3 µM; AID 624126; hit rate 0.4% among 360,000; CHO-K1 hM4/Gqi5, Fluo-8 calcium fluorescence, ACh EC20; 0% = ACh EC20, 100% = maximal ACh; P08173;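 active means activation above its plate's cutoff, the mean activation of sample wells plus 3 SD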; further: some results filed as inactive read as strong as hits
M4 ag: agonists of human muscarinic M4 receptor (CHRM4). activation, % at 3 µM. P08173. CHO-K1 hM4/Gqi5, Fluo-8 calcium fluorescence; vehicle 0%, full acetylcholine response 100%. hit rate 0.14% among 360,000;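 active means activation above the run mean over all test wells plus 3 SD, cut at about 32% in these data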;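 further: peak over basal fluorescence ratio per well then scaled between controls; 0% = DMSO wells and 100% = acetylcholine at EC100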
CRFR2-BP antag: antagonists of CRF-binding protein/CRF-R2 receptor complex; inhibition, % at 11.8 µM; hit rate 0.59% among 350,000; AID 588475; HEK293 CRF-R2/CRF-BP, CRF-induced calcium fluorescence;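 active means inhibition of the ligand-induced calcium signal above about 50% at the single tested concentration, limit read from the data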
Numbers without * were called inactive; / = not tested or not shown.

SMILES	M5 PAM	CHRM1 PAM	CHRM4 antagonist	M5 antag	CRFBP-R2 agonist	M5 ag	CHRM4 PAM	M4 ag	CRFR2-BP antag
COc1ccc(C(C)=O)cc1COC(=O)CCCN1C(=O)c2ccccc2C1=O	-5	4	-1	-9	-2.8	1	-10	6	-36
Cc1nonc1OCCn1nnnc1N	-10	-3	-7	6	3.0	2	-7	1	30
Cc1ccnc(NC(=O)C2CCN(S(=O)(=O)c3c(C)c(C)cc(C)c3C)CC2)c1	-5	4	-1	-7	0.6	-4	-6	7	-8
CN(Cc1ccccc1)C(=O)C(=O)c1cn(CC(=O)N2CCCC2)c2ccccc12	-2	6	4	9	-0.9	-2	-7	4	16
COc1ccc(Cl)cc1NC(=O)C(C)Sc1n[nH]c(N)n1 (stereo not given)	5	10	-10	-8	0.0	-4	13	-1	12
CC(=O)c1cccc(NC(=O)Cc2ccc3c(c2)CCCC3)c1	-18	-7	5	10	0.2	3	-6	9	-5
N#Cc1ccc2c(c1)NC(=O)C1CCCN21 (stereo not given)	0	-6	4	7	1.2	-4	2	1	16
O=C(COc1ccc2c3c(c(=O)oc2c1)CCC3)N1CCCC1	0	8	-10	15	-0.8	-4	7	2	0
N#Cc1nc(Cc2cccc3ccccc23)oc1NCc1ccc2c(c1)OCO2	-1	6	23	-2	-1.6	-3	-3	-2	6
O=S(=O)(Cc1ccccc1)NCC1CCCO1 (stereo not given)	4	1	-4	-1	-2.0	3	7	1	3
CCCc1nc2ccccc2c2nc(N)nn12	6	-8	5	-7	0.2	4	-10	0	-6
CCOC(=O)c1ccc2c(c1)n(CC)c(/C=C/N(C)c1ccccc1)[n+]2CC	4	-13	-2	-5	-0.3	-1	-7	0	-16
Cc1nc2ccc(S(=O)(=O)NCC(=O)N3CCOCC3)cc2s1	7	5	-7	-9	-1.0	1	26	1	0
Cc1ccc(-n2nc(-c3cccnc3)cc2C(=O)N2CCOCC2)c(C)c1	0	0	13	2	0.8	-4	-9	0	-4
CNC(C)C(=O)NC(C(=O)N1CCCC1C(=O)NNc1ccccc1)C(C)C (stereo not given)	2	6	12	21	1.0	-1	1	2	6
C#CCOc1ccc(/C=N/O)cc1Cl	-2	-4	6	2	0.8	0	4	-1	3
CCN(C(=O)c1ccc2c(=O)n3c(nc2c1)CCCCC3)c1ccccc1C	2	-1	3	7	-0.3	1	-3	3	-8
CN1CCC(N(C)S(=O)(=O)c2ccc(NC(=O)COc3ccc(F)cc3Cl)cc2)CC1	4	11	-1	-5	-0.2	-6	1	5	2
CCC1=NN2C(=N)/C(=C\c3ccc(OCCOc4ccccc4OC)cc3)C(=O)N=C2S1	6	13	0	1	-1.0	6	-2	0	-4
CN(c1ccc(O)cc1)c1nc(O)c(C2=c3ccccc3=NC2=O)s1	-10	5	7	12	-6.7	1	-3	9	38
COc1ccc(OC(=O)c2cnn(-c3ccccc3)c2C)cc1	-10	2	-7	6	40	-5	8	1	8
NC(=O)CSc1nc(-c2ccccc2)nc2ccccc12	0	16	0	11	1.7	0	3	2	1
N#Cc1c(NC(=O)COC(=O)c2nccnc2N)sc2c1CCCC2	6	0	-18	-8	2.6	3	5	6	41
COc1cccc(OC)c1C(=O)Nc1ccc(NC(=O)c2ccco2)cc1	1	10	-4	4	6.2	-4	-3	2	-22
CC1=NN(C(=O)c2ccccc2Cl)C(O)(c2ccccc2)C1 (stereo not given)	-1	12	1	3	-0.6	-3	-1	2	11
COc1cc(C(=O)c2cocc2C(=O)c2ccc3c(c2)OCO3)cc(OC)c1OC	-5	2	4	5	-1.7	-2	-2	1	-16
CCOc1ccc(Nc2nc(Cc3nnc(SCC(=O)N(CC)CC)n3C)cs2)cc1	-4	2	10	6	-1.1	-3	-8	1	3
O=C1S/C(=C\c2ccc(O)c([N+](=O)[O-])c2)C(=O)N1Cc1cccc([N+](=O)[O-])c1	-10	-15	12	14	5.3	5	-8	19	92*
Cc1ccc(S(=O)(=O)NC(CC(=O)OCc2ccccc2)C(=O)OCc2ccccc2)cc1 (stereo not given)	-5	-11	-7	2	3.5	-1	-7	4	-17
O=CNc1cc(-c2ccccc2Oc2ccccc2)cn2c(-c3ccc(F)cc3)cnc12	0	6	-5	4	/	1	6	0	/

Record cards (already shown). Order of values: M5 PAM | CHRM1 PAM | CHRM4 antagonist | M5 antag | CRFBP-R2 agonist | M5 ag | CHRM4 PAM | M4 ag | CRFR2-BP antag
`Cc1nonc1OCCn1nnnc1N` as listed: -10 | -3 | -7 | 6 | 3.0 | 2 | -7 | 1 | 30
`N#Cc1ccc2c(c1)NC(=O)C1CCCN21` (stereo not given) as listed: 0 | -6 | 4 | 7 | 1.2 | -4 | 2 | 1 | 16
`CC1=NN(C(=O)c2ccccc2Cl)C(O)(c2ccccc2)C1` (stereo not given) as listed: -1 | 12 | 1 | 3 | -0.6 | -3 | -1 | 2 | 11
`COc1ccc(OC(=O)c2cnn(-c3ccccc3)c2C)cc1` as listed: -10 | 2 | -7 | 6 | 40 | -5 | 8 | 1 | 8

The results go on.
SMILES	M5 PAM	CHRM1 PAM	CHRM4 antagonist	M5 antag	CRFBP-R2 agonist	M5 ag	CHRM4 PAM	M4 ag	CRFR2-BP antag
Cc1ccc(-c2nc3ccccn3c2Nc2ccccc2)o1	-2	4	-15	4	-1.5	-7	-3	4	4
CCCN(C(=O)c1ccc([N+](=O)[O-])c(C)c1)c1c(N)n(Cc2ccccc2)c(=O)[nH]c1=O	6	5	-8	0	-0.6	1	7	1	-1
N#CCc1ccc(OC(=O)Nc2ccccc2)cc1	2	3	5	-1	-0.8	-3	-2	1	9
O=C(Nc1nc2c(s1)CN(Cc1ccccc1)CC2)C1CCC1	-11	-10	-11	5	8.2	-12	-9	1	-15
O=CNc1cc(-c2ccsc2)cn2c(-c3ccccc3)cnc12	0	-7	8	-1	/	4	-4	16	/
CCNC(=S)NN=C1c2ccccc2-c2ccccc21	3	4	2	-6	2.0	-5	-4	-1	-18
COc1ccc(CN2C[C@@H](CO)O[C@@H](n3cnc4c(NC5CC5)ncnc43)C2)cc1	4	-2	-16	-3	/	-1	7	1	/
CC(C)c1ccc(NC2CCCN(C(=O)CN3CCOC3=O)C2)cc1 (stereo not given)	0	0	-1	4	3.5	-1	7	2	-28
CCC(=O)N(Cc1cc2ccccc2[nH]c1=O)C(C)C	-7	8	2	2	-1.0	-3	-1	0	10
COc1cc(NC(=O)c2ccc(Cl)cc2Cl)ccc1NC(=O)c1cccs1	1	8	-5	7	0.6	-4	23	1	-9
COc1ccc(N2CCN(CC(=O)N3N=CCC3c3ccccc3)CC2)cc1 (stereo not given)	5	12	4	-2	0.7	0	18	1	-5
CCOC(=O)C1CCCN(C/C(O)=C(\C#N)c2nc(-c3ccccc3)cs2)C1 (stereo not given)	-6	-24	-4	-3	0.1	23*	3	5	6
CC(C(=O)N1CCCC1)c1ccc([N+](=O)[O-])cc1 (stereo not given)	-6	5	11	-9	0.2	-4	-6	-1	3
CC(C)CC1C(C#N)=C(N)SC(N)=C1C#N	-11	-1	2	2	50*	7	0	7	-56
C=CCn1c(-c2sccc2C)n[nH]c1=S	1	10	-6	3	2.1	-2	-1	1	-14
CC(=O)N1N=C(c2ccc3nccnc3c2)CC1c1ccccc1 (stereo not given)	-2	3	-3	-1	-1.1	4	1	1	-9
C[C@H](CO)N1C[C@H](C)[C@@H](CN(C)C(=O)Nc2ccccc2)Oc2ccc(NC(=O)NC3CCCCC3)cc2C1=O	0	-7	1	8	-0.1	5	-4	1	3
O=[N+]([O-])c1ccc(N(CC2CO2)S(=O)(=O)c2ccccc2)cc1 (stereo not given)	3	21	-9	4	-0.1	-6	-1	3	18
CC(C)(C)NC(=O)c1cnn(-c2ccccc2)c1NC(=O)c1ccccc1	2	10	-3	-10	0.6	1	9	1	-8
Cc1ccc([C@@H]2C[C@H]3[C@@H](CN2S(=O)(=O)c2ccc(Cl)cc2)C(=O)C[C@@H](c2ccccc2F)N3S(=O)(=O)c2ccc(C)cc2)cc1	-3	-5	-3	-6	0.3	3	-5	2	-7
CC(=O)N1CCN(S(=O)(=O)c2cccc(C(=O)Nc3nc4c(s3)CCCC4)c2)CC1	-3	0	-10	-9	-0.7	-3	-5	4	-9
COC(=O)c1ccc(CSc2nnc(Nc3cccc(OC)c3)s2)o1	-5	-1	-15	-5	1.5	-4	-9	11	-14
CCS(=O)(=O)Nc1ccc(C2=NN(S(C)(=O)=O)C(c3cccs3)C2)cc1 (stereo not given)	-10	-5	-1	11	-0.6	-3	-8	2	-3
C/C(=N\NC(=S)NC1CCCCC1)c1cccc(C(F)(F)F)c1	-3	3	21	4	0.1	2	20	1	2
CC(C)NC(=O)N(O)C1N(C(C)C)C(=O)N(Cc2ccc3c(c2)OCO3)C1(C)C (stereo not given)	-19	-4	30*	25	-1.8	2	-22	14	9
CCc1ccc([C@@H]2CC(=O)[C@@H]3CN(S(=O)(=O)c4ccccc4)[C@H](c4ccc(OC)cc4)C[C@@H]3N2S(=O)(=O)c2ccc(C)cc2)cc1	-7	3	-13	3	/	0	-3	0	/
COc1cc(CN2CCSCC2)c([N+](=O)[O-])cc1OC	-3	2	0	-6	-0.2	0	0	2	0
O=c1[nH]c(CSc2nc3ccccc3[nH]2)nc2c1cnn2-c1ccccc1	-20	-8	7	24	-2.9	7	-24	18	-12
COCOc1ccc(C2CC(=O)c3c(OCOC)cc(OCOC)cc3O2)cc1 (stereo not given)	-3	7	-5	2	-1.1	3	9	3	4
Nc1c(C=C2C=CC(=O)C=C2)c(=O)nc2sc(CC(=O)N3CCCCC3)nn12	3	11	-1	2	0.0	-3	7	0	-21
O=C(Nc1cccc(-c2nc3ccccc3c(=O)o2)c1)c1ccccc1	-4	-2	10	9	0.3	6	6	3	-2
Oc1ccc(Cl)cc1CNCc1ccc(F)cc1	4	6	-15	0	42	22	5	11	-22
COc1ccc(NC(=O)c2ccc(C)cc2Cl)c([N+](=O)[O-])c1	1	-6	-2	3	-2.1	-9	-5	1	17
CC1=NN(C(=O)CCc2ccccc2O)C(O)(C(F)(F)F)C1 (stereo not given)	1	0	5	0	0.7	0	5	1	-2
O=C(CNS(=O)(=O)c1ccc(Br)s1)NCc1ccc(F)cc1	-4	-6	4	8	-1.0	-3	-7	2	3
CC(C)CCC1=NN(C(=O)c2ccco2)C(O)(C(F)(F)F)C1 (stereo not given)	-5	2	-6	-1	-4.1	-6	7	0	-13
CC(C)CCn1c(Cl)nc2c1c(=O)n(C)c(=O)n2C	-5	11	9	6	-1.1	-2	0	1	-1
CCOC(=O)c1c(S(=O)(=O)Nc2ccc(F)cc2C)c(C)n(C)c1C	-3	6	5	1	-0.7	-6	1	0	1
COc1ccc(C)cc1NCc1ccc(OC)c(C)c1OC	1	13	-6	-13	-1.7	2	1	-1	1
O=C(NCCc1ccccc1)C(=O)Nc1ccc2c(c1)OCCO2	3	11	3	6	-0.6	0	-5	2	12
O=C(NCCN1CCOCC1)c1cc(-c2ccccc2)nc2ccccc12	-4	3	-11	-2	3.3	1	-1	7	-8
COC(=O)c1cc2occc2n1CC(=O)Nc1cc(OC)cc(OC)c1	1	8	0	-7	-1.1	2	8	1	4
CC(C)n1c(Nc2ccccc2)nc2ccccc21	-2	4	-4	3	-0.2	0	1	2	-38
